KB-V1 cytotox = qHTS assay for MDR1-selective chemotherapeutics: Primary screen using the drug-selected MDR subline cells KB-V1. KB-V1 MDR cells viability, CellTiter-Glo, 72 h. Potency, µM (highest dose often 46.1 µM), for inactives: top-dose activity change, negative = cytotoxicity, actives largely listed as cytotoxic. actives 3.4% (n = 400,000). AID 1347076, 2019; note: potency is the fitted concentration of half-maximal effect; % is set by controls: 0 for no effect and ±100 for the full control effect; nearly all actives have a fitted effect of over 60% in size
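Luminescent ATP read-out (CellTiter-Glo, 10 min) measures survival of drug-selected KB-V1 MDR cells after 72 h, 37 degrees C compound exposure. Medium: phenol-red-free DMEM, 10% FBS. Values from fitted concentration-response curves.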
D3 ag = qHTS of D3 Dopamine Receptor Agonist: qHTS. D(3) dopamine receptor (Homo sapiens), P35462. D3R DiscoveRx beta-arrestin cells, luminescence, 90 min. max activation, %. actives 0.58% (n = 410,000); in the data active = max activation above about 30%; note: 0% is about no effect; mostly tested at two doses, the higher about 12 µM
Target sequence (P35462 whole entry, looked up): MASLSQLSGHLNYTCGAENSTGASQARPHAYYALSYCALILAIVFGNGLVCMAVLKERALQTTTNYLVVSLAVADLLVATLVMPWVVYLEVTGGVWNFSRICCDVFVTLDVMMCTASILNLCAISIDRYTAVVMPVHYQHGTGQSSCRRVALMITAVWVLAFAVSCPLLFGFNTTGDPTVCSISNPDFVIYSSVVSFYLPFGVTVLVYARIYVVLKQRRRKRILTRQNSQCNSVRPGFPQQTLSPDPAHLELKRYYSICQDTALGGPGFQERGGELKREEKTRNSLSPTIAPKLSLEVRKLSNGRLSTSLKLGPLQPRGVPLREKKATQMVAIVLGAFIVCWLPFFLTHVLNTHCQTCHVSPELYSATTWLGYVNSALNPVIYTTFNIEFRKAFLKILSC
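Cells at 1500/well, incubated overnight, then treated with pinned compounds (dopamine as control) for 90 min at 37 degrees C. DiscoveRx reagent added for 30 - 60 minutes at room temperature; luminescence read.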
GLP1R cytotox = qHTS of GLP-1 Receptor Inverse Agonists: Cytotox Screen; Potency, µM (series often up to 38.3 µM), for inactives: at the highest dose activity change, negative = inhibition, most hits filed as inhibitors; HEK293 cAMP-luciferase reporter cells, luminescence, 24 h; actives 0.13% (n = 410,000);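 note: loss of luciferase light is scored as toxicity; potency is the fitted concentration of half-maximal effect; % is set by controls: 0 for no effect and ±100 for the full control effect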
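Compound-treated cells are incubated 24 hr at 37 deg C under 5% CO2 after a 12 hour attachment period, then luciferase detection reagent is added and luminescence is measured following 12 min at room temperature; lowered signal indicates toxicity.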
GLP-1R inv ag = qHTS of GLP-1 Receptor Inverse Agonists (Inhibition Mode); AID 624417, 2012; actives 1.6% (n = 410,000); Potency, µM (highest dose often 38.3 µM), for inactives: at the top dose activity change, negative = inhibition, usual class: inhibitors; HEK293 GLP-1R CRE-luciferase, luminescence, 24 h; GLP-1R form is constitutively active; Glucagon-like peptide 1 receptor (Homo sapiens), P43220; note: potency is the fitted concentration of half-maximal effect; % is set by controls: 0 for no effect and ±100 for the full control effect; nearly all actives have a fitted effect of over 55% in size
Target sequence (P43220 whole entry, looked up): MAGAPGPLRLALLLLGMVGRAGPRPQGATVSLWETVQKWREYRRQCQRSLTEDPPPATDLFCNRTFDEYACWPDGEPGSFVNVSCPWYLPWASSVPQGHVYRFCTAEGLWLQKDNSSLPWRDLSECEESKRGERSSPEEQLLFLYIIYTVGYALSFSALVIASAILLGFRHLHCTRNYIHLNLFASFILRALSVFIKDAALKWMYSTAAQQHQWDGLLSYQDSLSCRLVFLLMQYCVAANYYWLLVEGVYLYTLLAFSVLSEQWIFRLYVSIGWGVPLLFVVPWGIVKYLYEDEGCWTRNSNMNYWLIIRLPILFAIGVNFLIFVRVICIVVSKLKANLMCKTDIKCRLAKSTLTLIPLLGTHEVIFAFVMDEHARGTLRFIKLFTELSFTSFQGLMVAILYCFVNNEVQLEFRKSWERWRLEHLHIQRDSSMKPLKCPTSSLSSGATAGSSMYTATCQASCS
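Cells are plated, allowed 12 hours at 37 deg C, then treated with compounds for 24 hr before luciferase detection reagent is added and luminescence is read after 12 min at room temperature. The HEK293 line carries constitutively active GLP-1R with a cAMP-responsive reporter.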
GLP-1R agonist = qHTS of GLP-1 Receptor Agonists; Glucagon-like peptide 1 receptor (Homo sapiens), P43220; HEK293 GLP-1R CRE-luciferase, luminescence, 4-6 h; cells express a hypersensitive GLP-1R form; Potency, µM (titrated, usually from 45.6 µM), inactives show top-dose activation, hits mostly activators; actives 0.007% (n = 380,000); note: potency is the fitted concentration of half-maximal effect; % of control where 0% means no effect
D3 antag = qHTS of D3 Dopamine Receptor Antagonist: qHTS; D(3) dopamine receptor (Homo sapiens), P35462; D3R cells, DiscoveRx beta-arrestin luminescence, antagonist mode; active compounds read low; max response, negative = inhibition, %; actives 2.5% (n = 360,000); AID 652054, 2013; in the data active = max response below about -50%; inconclusive = no clear call, values can overlap the other calls; note: % is set by controls: 0 for no effect and ±100 for the full control effect; mostly tested at two doses, the higher about 12 µM
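Cells plated overnight at 1500 cells/well, then exposed to library compounds with dopamine controls for 90 minutes at 37 degrees C. DiscoveRx reagent added for 30–60 minutes at room temperature; luminescence read, quantitative HTS format.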
TDP43 rescue = qHTS of TDP-43 Inhibitors; TDP-43 expressing yeast growth rescue, BacTiter-Glo, 24 h; Potency, µM (highest dose often 46.1 µM), without a hit: top-dose growth rescue (activation), usual class: activators; actives 1.8% (n = 410,000); note: potency is the fitted concentration of half-maximal effect; % of control where 0% means no effect; nearly all actives have a fitted effect of over 50% in size
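Galactose-induced TDP-43 yeast, OD600=0.02, compound pinned; 24 hr, 30 deg C; BacTiter-Glo luminescence for growth. Inhibitors of TDP-43 toxicity read as activators.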
PTHR1 ag = qHTS for PTHR1 Agonists: Primary Screen; actives 0.075% (n = 410,000); Potency, µM (series often up to 115 µM), without a hit: at the top dose activation, hits mostly activators; HEK293 GP2 PTHR1 cells, GloSensor cAMP luminescence, 1 h; AID 743266, 2014; note: potency is the fitted concentration of half-maximal effect; nearly all actives have a fitted effect of over 55% in size; some results filed as inactive show a strong effect at the top dose; inactives centre near -15; many of its hits are not listed in these tables
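HEK-293-derived GP2 cells expressing PTHR1 and a GloSensor cAMP reporter, 3,000/well, plated overnight, given luciferin plus IBMX (each 0.5 mM as added) for 1 h at 37 °C, then compound for 1 h at 37 °C. Luminescence was read after 15 min at room temperature.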
aSyn rescue = qHTS of alpha-syn Inhibitors | actives 0.14% (n = 370,000) | Yeast expressing alpha-synuclein, growth rescue, BacTiter-Glo, 24 h | Potency, µM (highest dose often 46.1 µM), inactives show at the highest dose growth rescue (activation), usual class: activators | AID 652106, 2013; note: potency is the fitted concentration of half-maximal effect; % of control where 0% means no effect; nearly all actives have a fitted effect of over 65% in size
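Screening used galactose-induced yeast with toxic alpha-synuclein levels, exposed to compound for 24 hr at 30 deg C. Cell growth, read with BacTiter-Glo luminescence, gave the measured signal.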
* hit, by the source's call; i = inactive; ? = inconclusive; nt = not tested or not shown; & = joins results of further samples; [ ] = remark or other dose. Unless noted, calls come from the whole dose curve; as a rule, active = well fitted curve in the direction sought with a large enough effect; inconclusive = small, poorly fitted or top-dose-only effect, or another doubt; inactive = no such curve, though single readings can be large; an effect the other way counts as inactive or inconclusive.

Values run as follows: KB-V1 cytotox	D3 ag	GLP1R cytotox	GLP-1R inv ag	GLP-1R agonist	D3 antag	TDP43 rescue	PTHR1 ag	aSyn rescue
1: Oc1cccc2ccc(/C=C/c3ccccc3Br)nc12
 : ?	-40	-6%	-23%	9%	-114*	-66%[inhibitor]	i	?
2: CN(CCc1ccccn1)C(=O)CCC1CCCN(C(=O)CCOc2ccccc2)C1 (stereo not given)
 : ?	0	-12%	14%	7%	-14	-1%	-16%	-11%
3: CCc1ccc([C@@H]2CC=C(C(=O)O)[C@H](c3ccc(F)cc3)N2S(=O)(=O)c2ccc(C)cc2)cc1
 : 6%	4	-1%	-4%	-1%	-52*	16%	-23%	-16%
4: CCOC(=O)n1c(=O)n(C)c2ccc(Cl)cc21
 : 8.2µM*	6	-1%	64%[activator]	17%	20	-22%	i	-1%
5: CCOC(=O)Cc1csc(NC(=O)COc2c(C)cccc2C)n1
 : 5%	1	2%	-17%	-1%	15	22%	0%	11%
6: Cc1ccc(CCNC(=O)c2c3c(nc4ccccc24)C(=O)N(C2CCCCC2)C3)cc1
 : 0%	-4	-7%	-34%	nt	nt	16%	i	nt
7: O=S(=O)(Nc1ccc2c(c1)OCCO2)c1cnc[nH]1
 : 18%	-2	-23%	-18%	-3%	0	1%	i	-11%
8: Cc1ccc2nc3c(cc(C(=O)NCC4CCCO4)c(=N)n3CC3CCCO3)c(=O)n2c1 (stereo not given)
 : -2%	5	nt	17%	5%	0	-11%	i	1%
9: Cn1c(SCC(=O)N2CCCC2)nc2ccccc21
 : -6%	-2	-10%	1%	5%	6	-4%	i	8%
10: CN1CCN(c2ccc([N+](=O)[O-])c(Sc3nc4ccccc4[nH]3)c2)CC1
 : 15µM*	-16	?	-17%	1%	-92*	21%	i	2%
11: CSc1c(-c2ccccc2)nc2ccccc2c1C(=O)O
 : 1%	0	-1%	-3%	14%	-22	2%	i	6%
12: COC(=O)CNC(=O)C(NC(=O)c1ccc(Cl)cc1)C(C)C (stereo not given)
 : 8%	-8	5%	0%	-10%	-5	7%	i	-5%
13: C=C1C(=O)O[C@@H]2[C@H]3O[C@]3(C)CC/C=C(\C)CC[C@@H]12
 : 4%	-2	-8%	-18%	-9%	?	0%	-92%[inhibitor]	-4%
14: Oc1ccc(CN2CCc3ccccc3C2)c2cccnc12
 : ?	-13	?	?	9%	-114*	14%	-32%[inhibitor]	-14%
15: COc1ccc(CN(C)Cc2ccccc2)c(OC)c1OC
 : ?	-8	5%	0%	10%	-19	5%	-1%	-7%
16: O=C(O)CC(Cc1ccc(Br)cc1)C(=O)Nc1ccccc1 (stereo not given)
 : 1%	-11	2%	14%	-3%	-1	8%	i	1%
17: COc1cccc(N2CCN(CC(=O)NCc3ccccc3)CC2)c1
 : -4%	3	-2%	-23%	0%	-11	4%	-16%	1%
18: COC(=O)c1nnn(CC(=O)NC(=O)Nc2cccc(C)c2C)c1C(=O)OC
 : 13%&-7%	2&3	-4%&3%	1%&7%	4%	23	18%&5%	-93%[inhibitor]	1%
19: CC1CCN(c2ccc(-c3nc(-c4ccccc4)no3)cc2[N+](=O)[O-])CC1
 : -1%	10	2%	-19%	nt	nt	0%	-12%	0%
20: N/C(Cc1nc(-c2ccc(F)cc2)cs1)=N\O
 : 10%	9	0%	-3%	26%	5	-1%	-9%	-7%
21: CC1CC(C)CN(S(=O)(=O)CC23CCC(CC2=O)C3(C)C)C1 (stereo not given)
 : -28%	-1	-9%	?	8%	0	-4%	-13%	-4%
22: Cc1cc(C)c(C#N)c(SCC(=O)c2ccc(Cl)cc2Cl)n1
 : -13%	-2	?	?	-4%	?	-6%	-86%[inhibitor]	1%
23: O=C(COc1ccc(-c2nnco2)cc1)N1CCOCC1
 : nt	-2	1%	17%	-3%	11	-2%	i	0%
24: O=C(/C=C/c1ccccc1)N(c1ccccn1)C1CCCCC1
 : -26%	0	7%	?	7%	12	-14%	-5%[57.5 µM]	-8%
25: CC(C)c1nc(NCc2ccccc2)c(C#N)c2c1CCCC2
 : -7%	0	-2%	1%	-2%	21	6%	i	0%
26: COc1cccc(C2c3[nH]c4ccccc4c3CCN2CCCn2cccn2)c1 (stereo not given)
 : -12%	-3	6%	?	11%	-7	-11%	i	-3%
27: COc1cc(SC)ccc1C(=O)N1CCN(c2ccccc2OC)CC1
 : 16µM*	-4	-28%	?	12%	-6	2%	i	-1%
28: COc1cc(-c2ccc3cc(OC)c(OC)c(OC)c3c2)cc(OC)c1OC
 : ?	12	-6%	-25%	7%	61	?	-21%	?
29: Cc1cccc(-n2cnc3c(c2=O)c2nc4ccccc4nc2n3Cc2ccco2)c1
 : 5%	6	-2%	18%	5%	18	10%	-9%	2%
30: CN1CCCN(S(=O)(=O)c2ccc3ccccc3c2)CC1
 : 1%	-8	1%	?	7%	0	-2%	i	-2%
31: COc1cc(CNc2ccc(NC(C)=O)cc2)ccc1OCc1ccccc1C
 : -2%	1	-23%	-7%	9%	19	25%	i	-7%
32: COc1ccc(OCCOCCOc2ccc(C)cc2[N+](=O)[O-])cc1
 : ?	4	-31%	11%	23%	1	27%	-22%	-1%
33: CCOc1ccccc1NC(=O)C1CCCN1S(=O)(=O)c1ccccc1C(F)(F)F (stereo not given)
 : -7%	3	3%	?	-6%	12	19%	-6%	5%[1.84 µM]
34: CCOC(=O)c1c(C)nc(SCC(N)=O)c(C#N)c1-c1ccccc1
 : ?	5	14%	22%	3%	17	-15%	-21%	-2%
35: COc1ccc(-c2noc(N3CCN(c4ccc(C)cc4)C(C)C3)n2)cc1OC (stereo not given)
 : ?	19	0%	1%	nt	nt	30%	-50%[inhibitor]	nt
36: COc1ccc(C(=O)N/C(=C\c2cc(OC)c(OC)cc2[N+](=O)[O-])C(=O)NCCO)cc1
 : 0%	3	3%	-10%	7%	11	12%	-4%	-2%
37: COc1ccc(-n2c(CCC(=O)O)ccc2-c2ccc(F)cc2)c(OC)c1
 : ?	-1	-7%	-9%	5%	-10	7%	-3%	7%
38: CC(C)(C)c1ccc(C(=O)NCCC(=O)Nc2ccc3c(c2)OCCO3)cc1
 : ?	0	13%	?	-14%	-1	14%	i	0%
39: CN(CCOc1ccc(Cl)cc1)c1ccc(S(=O)(=O)N2CCCCC2)cn1
 : 0%	1	2%	-2%	0%	-9	3%	-15%	7%
40: COc1cccc(CNC(=O)CCC(=O)N2Cc3cccc(OC)c3Oc3ncccc32)c1OC
 : 0%&13%	4&1	-12%&4%	16%&3%	-1%	-4	-13%&10%	-24%	-3%
41: COC(=O)c1nnn(-c2nonc2N)c1CSc1nnc(N)s1
 : -7%	-1	1%	8%	-1%	-23	-23%	-12%	-12%
42: COC(=O)c1ccc(N=Cc2c(C(F)(F)F)[nH][nH]c2=O)cc1
 : 1%	1	8%	0%	1%	-1	-6%	i	-2%
43: CCOC(=O)c1c(C)[nH]c(C(=O)CSc2nnc(-c3cccs3)n2Cc2ccccc2)c1C
 : 2.3µM*	-3	3%	2%	1%	-19	22%	i	-2%
44: CCOC(=O)NC(=O)/C(C=Nc1ccc(Cl)c(Cl)c1Cl)=C(\C)O
 : ?	2	2%	4%	3%	-3	5%	-6%	-1%
45: O=C(NCCc1nc(-c2ccccc2)cs1)c1ccc(Br)cc1
 : 0%	-8	8%	?	9%	0	-3%	-35%[inhibitor]	7%
46: O=C(Cc1ccc(-n2cccc2)cc1)NCc1ccccc1Cl
 : -17%	-8	?	?	-2%	-18	-18%	i	4%
47: Cc1ccc(-n2nc(C(=O)N3CCN(c4cccc(C(F)(F)F)c4)CC3)c(=O)n(C)c2=O)cc1
 : -8%	-13	3%	8%	nt	nt	22%[9.22 µM]	-41%[inhibitor]	nt
48: Cc1nc(-c2ccccc2)sc1C(=O)CSc1ccc(Cl)cc1
 : -1%	0	13%	?	-2%	-5	10%	-16%	0%
49: Cc1ccnc(NC(=O)Nc2ccc(F)cc2)c1
 : 2%	5	-22%	-14%	-16%	?	13%	-17%[57.5 µM]	-18%
50: COc1ccc(S(=O)(=O)N2CCN(C(=O)c3cccc(Cl)c3)CC2)cc1
 : ?	2	7%	-2%	1%	62	22%	i	9%
51: C#CCNC(=O)C1=C[C@@H](c2coc3ccccc3c2=O)C[C@@H](OCCCCO)O1
 : ?	12	10%	2%	0%	2	2%	i	-5%
52: COc1cc(NC(=O)COC(=O)c2ccc([N+](=O)[O-])s2)cc(OC)c1OC
 : -6%	1	12%	16%	0%	-9	12%	i	-22%
53: COc1ccc(CCNC(=O)c2c(C)oc3ncn(CC(C)C)c(=O)c23)cc1OC
 : 2%	0	5%	44%[activator]	nt	nt	0%	-18%	nt
54: Nc1ccccc1-c1nc2ccncc2[nH]1
 : -2%	8	-1%	62%[activator]	11%	-2	15%	-8%	1%

Reprinted at random: 4 records from the list
Values run as follows: KB-V1 cytotox	D3 ag	GLP1R cytotox	GLP-1R inv ag	GLP-1R agonist	D3 antag	TDP43 rescue	PTHR1 ag	aSyn rescue
8: Cc1ccc2nc3c(cc(C(=O)NCC4CCCO4)c(=N)n3CC3CCCO3)c(=O)n2c1 (stereo not given)
 : -2%	5	nt	17%	5%	0	-11%	i	1%
11: CSc1c(-c2ccccc2)nc2ccccc2c1C(=O)O
 : 1%	0	-1%	-3%	14%	-22	2%	i	6%
34: CCOC(=O)c1c(C)nc(SCC(N)=O)c(C#N)c1-c1ccccc1
 : ?	5	14%	22%	3%	17	-15%	-21%	-2%
20: N/C(Cc1nc(-c2ccc(F)cc2)cs1)=N\O
 : 10%	9	0%	-3%	26%	5	-1%	-9%	-7%

Not all compounds are listed. The share of hits here may be higher or lower than overall.
